Screening results: PubChem BioAssay, several laboratories
m-calpain inh: inhibitors of pig calpain II | purified calpain II, fluorogenic peptide substrate, 30 min | inhibition, % at 16 µM | 220,000 tested, 0.37% active | AID 1236;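 active means inhibition above about 50%, limit read from the data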
Furin inhibitor: human furin inhibition; inhibition, % at 30 µM; purified furin, fluorogenic substrate cleavage; 220,000 tested, 0.061% active; P09958; in the data active means inhibition above about 25%; further: inactives centre near -15
Rad51 HR inh: Rad51 (human) homologous recombination inhibition. Q06609. hRad51 DNA strand exchange, fluorescence dequenching. inhibition, % at 10 µM. 200,000 tested, 0.085% active;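 active means inhibition above 40% at the single screening dose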;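 further: 0% = DMSO control wells and 100% = blanks with heterologous ssDNA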
Target sequence (Q06609 whole entry, looked up): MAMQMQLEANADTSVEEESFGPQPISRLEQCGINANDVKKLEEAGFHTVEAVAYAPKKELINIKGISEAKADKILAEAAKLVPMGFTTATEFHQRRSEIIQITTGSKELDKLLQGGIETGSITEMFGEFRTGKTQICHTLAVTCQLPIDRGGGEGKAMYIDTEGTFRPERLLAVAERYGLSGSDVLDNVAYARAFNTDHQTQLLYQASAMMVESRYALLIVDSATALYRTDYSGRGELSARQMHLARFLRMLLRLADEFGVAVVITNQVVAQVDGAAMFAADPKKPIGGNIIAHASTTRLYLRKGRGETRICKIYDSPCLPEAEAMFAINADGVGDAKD
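Test system: preformed human Rad51 ssDNA filaments; also added: Donor/quencher-labelled 47-bp dsDNA substrate; doses: 10 µM final, single point; times: 37 °C 15-min filament assembly, 30-min compound preincubation, 15-min exchange; detection: FRET fluorescence dequenching, excitation 485 nm, emission 520 nm; read-out basis: Fluorescence-based percent inhibition, control- and blank-normalised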
Cl transport mod: KCC2 (human) Cl- transport modulation; Q9H2X9; 190,000 tested, 2.2% active; B-score of Tl+ flux slope (higher = more flux/activation; lower = inhibition) at 10 µM; KCC2 cells, thallium flux FluoZin-2 fluorescence;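 active means thallium flux slope and its plate-corrected score both differing from the plate sample mean at a set confidence after two filtering rounds, in either direction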;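 further: slope of fluorescence scaled to starting intensity during 10 to 20 s after thallium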
FXIIa inh: inhibitors of human coagulation factor XIIa. P00748. purified FXIIa, Boc-QGR-AMC fluorogenic substrate, 2 h. inhibition, % at 5 µM. 220,000 tested, 0.3% active. AID 800; in the data active means inhibition above about 40%;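 further: 0% = enzyme with no compound and 100% = blank without enzyme; many of its hits are not listed in these tables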
Target sequence (P00748 20-372 limits assumed): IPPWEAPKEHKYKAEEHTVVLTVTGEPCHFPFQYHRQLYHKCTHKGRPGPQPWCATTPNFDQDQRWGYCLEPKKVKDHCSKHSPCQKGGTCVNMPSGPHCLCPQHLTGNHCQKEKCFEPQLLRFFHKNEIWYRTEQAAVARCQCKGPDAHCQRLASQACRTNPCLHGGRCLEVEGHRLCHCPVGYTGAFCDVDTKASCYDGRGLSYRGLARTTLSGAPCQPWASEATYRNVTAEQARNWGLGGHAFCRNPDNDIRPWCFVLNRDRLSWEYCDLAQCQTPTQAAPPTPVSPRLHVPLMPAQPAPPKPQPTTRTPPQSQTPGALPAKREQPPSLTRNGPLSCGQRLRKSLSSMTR
Target sequence (P00748 373-615 limits assumed): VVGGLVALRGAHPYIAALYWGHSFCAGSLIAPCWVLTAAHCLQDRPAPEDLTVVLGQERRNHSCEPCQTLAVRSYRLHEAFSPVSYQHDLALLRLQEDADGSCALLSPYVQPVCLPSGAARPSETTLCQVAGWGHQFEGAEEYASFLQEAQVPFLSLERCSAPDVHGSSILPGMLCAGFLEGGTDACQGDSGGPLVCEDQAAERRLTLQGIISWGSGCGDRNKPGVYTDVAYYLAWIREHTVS
thrombin 1536: blocks human thrombin protease activity; P00734; alpha-thrombin, Boc-VPR-AMC fluorogenic substrate cleavage; inhibition, % at 5 µM; 220,000 tested, 0.26% active; AID 1046;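 active means inhibition at or above 40%; inactive means inhibition below 40%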;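 further: 0% = enzyme with no compound and 100% = wells without enzyme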
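Material: human alpha-thrombin protein; Also added: Boc-VPR-AMC substrate, 15 µM final; Timing: enzyme reaction carried out at room temperature; Signal: fluorescence, ex 355 nm, em 460 nm; Measure: % inhibition of thrombin; Controls: enzyme without compound as high, wells lacking enzyme as low.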
PERK inhibitor: inhibitors of human PERK kinase | CHO PERK-DD fusion, SEAP luminescence translation reporter | 220,000 tested, 0.17% active | Q9NZJ5 | inhibition, % at 5.6 µM;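 active means inhibition above the mean inhibition of all tested compounds plus 3 SD, set separately per screening campaign, cut at about 2.9% in these data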;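 further: PERK kinase domain activated by AP20187 dimerizer at 100 nM; 0% = DMSO with dimerizer and 100% = rapamycin at 8.4 µM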
FXIa inh: blocks human coagulation factor XIa protease activity; purified FXIa, Boc-Glu-Ala-Arg-AMC fluorogenic substrate; AID 798; inhibition, % at 5 µM; P03951; 220,000 tested, 0.14% active;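 active means inhibition of at least 40%; inactive means inhibition below 40%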;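 further: fluorescence of freed AMC excited at 355 nm; 0% = enzyme without compound and 100% = no enzyme blank; many of its hits are not listed in these tables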
hK5 inh: blocks human kallikrein 5 protease activity | Q9Y337 | inhibition, % at 5 µM | recombinant hK5, fluorogenic AMC substrate cleavage | 210,000 tested, 0.59% active;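 active means inhibition of 40% or more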;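 further: 0% = enzyme controls without compound and 100% = no-enzyme blanks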
The depositor's hits bear a star; nt = not tested or not shown; [ ] = dose if it differs, or a comment. This is a subset, so the mix of outcomes need not match the whole.

nr | Molecule | thrombin 1536 | FXIa inh | hK5 inh | Furin inhibitor | m-calpain inh | Rad51 HR inh | Cl transport mod | FXIIa inh | PERK inhibitor
1 | Cc1ccc(OCCn2cc(Br)c(=O)[nH]c2=O)cc1 | -4 | -9 | -7 | -27[20 µM] | 23 | 1 | 0.025 | 0 | 0.3
2 | O=c1sc2ccccc2n1Cc1ccccc1 | -2 | 0 | -2 | -15 | 14 | 2 | -0.34 | 16 | 0.2
3 | CCN(CC)CCNC(=O)CCc1nn(C)c(=O)c2ccccc12 | -1 | 2 | -11 | -13 | -5 | -8 | -0.23 | 18 | 1.1
4 | COc1ccc(-c2nc3n(n2)C(c2ccncc2)C(C(N)=O)=C(C)N3)cc1 (centres undefined) | 13 | -11 | -18 | -10 | -1 | nt | 11* | 6 | -0.3
5 | O=C(Nc1nc2ccc(F)cc2s1)c1ccccn1 | -5 | 3 | -11 | -14 | -12 | -5 | 60* | 6 | -0.6
6 | COc1ccc2c(c1)CC/C(=C/c1ccncc1)C2=O | -5 | 3 | -13 | -5 | 11 | nt | -0.74 | 3 | -0.4
7 | CC(C)(C)NC(=O)COC(=O)c1ccc(NC(=O)CC#N)cc1 | 7 | -2 | 1 | -39 | -43 | -3 | -1.5 | 9 | 1.1
8 | CC(C)(O)c1nnn(-c2ccccc2)c1C(F)(F)F | -3 | 5 | 5 | -4 | 6 | 5 | -0.11 | 5 | 1.0
9 | Fc1ccc(CN2CCCN(Cc3nc(-c4ccc5c(c4)OCO5)no3)CC2)cc1 | -10 | -2 | 1 | -24 | -11 | 3 | -1.7 | 4 | 0.3
10 | Brc1[nH]nc2ccccc12 | -2 | 16 | -7 | -23 | -3 | 3 | -1.4 | 18 | 0.9
11 | COc1ccc(OC)c(NC(=O)C(=O)NCCC2=CCCCC2)c1 | 2 | 9 | -10 | -16 | -6 | 21 | 0.77 | 19 | -0.8
12 | COC(=O)Cc1c(C)nc2nc(NCc3cccc([N+](=O)[O-])c3)[nH]n2c1=O | 2 | 4 | -15 | -10[20 µM] | 8 | -1 | 0.71 | 10 | 1.2
13 | CCC(=O)N1CCN(c2ccc(NC(=O)c3ccc(Br)o3)cc2)CC1 | 0 | 4 | -8 | 1 | 27 | 16 | nt | 9 | -1.4
14 | CC1CCCCC12NC(=O)N(CC(=O)NC1CCCc3ccccc31)C2=O (centres undefined) | 19 | -3 | 15 | -13 | -5 | 5 | 1.1 | 4 | -0.1
15 | CCCc1[nH]nc2c1C1(C(=O)N(C(C)C)c3ccccc31)C(C#N)=C(N)O2 (centres undefined) | -2 | -4 | -5 | -2 | -24 | -7 | 0.26 | 13 | 0.2
16 | Cc1c(Cl)cccc1-n1c(SCC(=O)NCc2ccccc2Cl)nnc1-c1ccncc1 | -3 | 3 | -8 | -8[20 µM] | -10 | -10 | -0.37 | 11 | -1.2
17 | O=C(O)COc1ccccc1/C=N/NC(=O)CN1CCN(S(=O)(=O)c2ccc(Br)cc2)CC1 | 0 | 2 | 2 | -15 | 2 | -17 | 1 | 4 | 0.7
18 | CCCN(CCC)C(=O)CC(c1ccc(F)cc1)c1ccco1 (centres undefined) | 3 | -8 | -15 | -4[20 µM] | -82 | -4 | -0.18 | -5 | -1.1
19 | Cc1cc(OCc2nnc(SC(C)C(=O)O)n2Cc2ccccc2)ccc1Cl (centres undefined) | -3 | 2 | 5 | -24 | -58 | 1 | -0.4 | 8 | -0.4
20 | Cc1ccc(CS/C(Nc2ccccc2C)=C(\C#N)C(N)=O)c(C)c1 | -10 | -3 | -4 | -9 | 0 | 8 | 0.43 | 3 | -0.6
21 | CCOC(=O)Cc1nn(C(C)C)c(=O)c2ccccc12 | -10 | -4 | -2 | -26 | -20 | 4 | -0.46 | 3 | 0.4
22 | NC(N)=NC1=NC(=O)/C(=C/c2ccccc2-n2cccn2)S1 | 1 | 1 | -26 | -8 | -27 | 3 | nt | 8 | 1.1
23 | Cc1sc(NC(=O)/C=C/c2ccc(C(C)C)cc2)c(C#N)c1C | 1 | -6 | -31 | -5[20 µM] | -339 | -11 | 1.2 | 3 | 2.5
24 | CC(=O)Oc1ccccc1N1C(=O)c2ccc(C(=O)O)cc2C1=O | -7 | -2 | -1 | -32 | 19 | -13 | -0.68 | 13 | 0.3
25 | COCc1cc(=O)[nH]c(SCCS(=O)(=O)c2ccc(Cl)cc2Cl)n1 | 2 | 7 | 5 | -22 | -51 | nt | 0.38 | 14 | -0.1
26 | O=C(CN1C(=O)C2C3CCC(C3)C2C1=O)N1CCN(Cc2ccccc2)CC1 (centres undefined) | -11 | -3 | -2 | -25 | -22 | 2 | nt | 1 | 0.1
27 | CCNC(=O)NC(=O)C(C)OC(=O)C1CCN(S(=O)(=O)c2ccccc2C(=O)OC)CC1 (centres undefined) | 10 | 5 | 3 | 3 | 5 | 0 | -0.94 | 10 | -0.1
28 | CCOC(=O)c1[nH]c(C)c(C(=O)OCC(=O)N(CC)C2CCS(=O)(=O)C2)c1C (centres undefined) | -1 | 1 | 6 | -23[20 µM] | 7 | 12 | 0.52 | 13 | 0.2
29 | CSc1cccc(NC(=O)COc2ccccc2C)c1 | -8 | -4 | -3 | -23 | -6 | -1 | -1.2 | nt | 0.5
30 | CCC(CC)NC(=O)c1cc2c(C)nn(Cc3ccccc3Cl)c2s1 | 1 | 10 | -30 | -13[20 µM] | -14 | -1 | -0.44 | 15 | -0.5
31 | COCCCNC(=O)c1c[nH]c2ccc(S(=O)(=O)N3CCC(C)CC3)cc2c1=O | -1 | 4 | 14 | -8 | 3 | nt | -0.65 | 11 | 0.4
32 | Cc1ccc(CN2CCCNC2=O)cc1 | 3 | -7 | -11 | -16[20 µM] | 14 | 4 | -0.36 | -1 | 0.0
33 | Cc1cc(N2C(=O)C(O)=C(C(=O)c3cccs3)C2c2cccc(Br)c2)no1 (centres undefined) | 3 | 6 | 3 | -18 | -12 | 10 | -3.5 | 10 | -0.2
34 | CN1CCN(S(=O)(=O)c2ccc(=O)[nH]c2)CC1 | 1 | -7 | -34 | -26[20 µM] | -10 | 7 | 1 | 11 | 0.4
35 | CC(C)OC(=O)/C(C#N)=C/c1c[nH]c2ccccc12 | -4 | 0 | -9 | -9 | 25 | -1 | -2.2 | 1 | -1.0
36 | Cc1nn(Cc2ccc(Cl)c(Cl)c2)c(C)c1NC(=O)c1cc(-c2ccco2)on1 | -3 | -3 | 2 | 4 | -32 | 4 | -1.3 | 2 | -1.2
37 | COc1ccc(CCNC(=O)CCCCCNc2nc(=S)[nH]c3ccccc23)cc1OC | 1 | 12 | -3 | -13 | 5 | -6 | 0.47 | 13 | -1.2
38 | O=C1c2oc3ccccc3c(=O)c2C(c2cccc(Br)c2)N1Cc1ccco1 (centres undefined) | 2 | 2 | 2 | -7 | 29 | -13 | nt | -4 | 0.1
39 | CCCc1nc2ccccc2c(C(=O)OCC(=O)N2CCc3ccccc32)c1CC | 12 | 20 | 58* | -6 | 29 | -6 | -0.17 | 37 | -0.7
40 | COc1ccc(NS(=O)(=O)c2cc(NC(=O)c3ccccc3F)ccc2N2CCCC2)cc1 | -3 | 6 | 1 | -9 | -14 | nt | -0.051 | 6 | -0.9

Reformatted in transposed form: entries from further up
#29 CSc1cccc(NC(=O)COc2ccccc2C)c1
#30 CCC(CC)NC(=O)c1cc2c(C)nn(Cc3ccccc3Cl)c2s1
#28 CCOC(=O)c1[nH]c(C)c(C(=O)OCC(=O)N(CC)C2CCS(=O)(=O)C2)c1C (centres undefined)
#34 CN1CCN(S(=O)(=O)c2ccc(=O)[nH]c2)CC1
#40 COc1ccc(NS(=O)(=O)c2cc(NC(=O)c3ccccc3F)ccc2N2CCCC2)cc1
#24 CC(=O)Oc1ccccc1N1C(=O)c2ccc(C(=O)O)cc2C1=O

| Screen / compound no. | 29 | 30 | 28 | 34 | 40 | 24 |
| --- | --- | --- | --- | --- | --- | --- |
| thrombin 1536 | -8 | 1 | -1 | 1 | -3 | -7 |
| FXIa inh | -4 | 10 | 1 | -7 | 6 | -2 |
| hK5 inh | -3 | -30 | 6 | -34 | 1 | -1 |
| Furin inhibitor | -23 | -13[20 µM] | -23[20 µM] | -26[20 µM] | -9 | -32 |
| m-calpain inh | -6 | -14 | 7 | -10 | -14 | 19 |
| Rad51 HR inh | -1 | -1 | 12 | 7 | nt | -13 |
| Cl transport mod | -1.2 | -0.44 | 0.52 | 1 | -0.051 | -0.68 |
| FXIIa inh | nt | 15 | 13 | 11 | 6 | 13 |
| PERK inhibitor | 0.5 | -0.5 | 0.2 | 0.4 | -0.9 | 0.3 |

Next part:
nr | Molecule | thrombin 1536 | FXIa inh | hK5 inh | Furin inhibitor | m-calpain inh | Rad51 HR inh | Cl transport mod | FXIIa inh | PERK inhibitor
41 | C(=N\NC(=Nc1ccccc1)c1ccccn1)/c1ccccn1 | -1 | 6 | -16 | 0 | 13 | -3 | 0.82 | 11 | 1.7
42 | Cc1ccc(/C=N/N2C(=O)C3C(C2=O)C2C=CC3C23CC3)o1 (centres undefined) | 2 | -2 | 10 | -16[20 µM] | 2 | -5 | 0.41 | 6 | 0.4
43 | CN(/N=C/c1ccncc1)C1=NS(=O)(=O)c2ccccc21 | -1 | 1 | -3 | -9[20 µM] | -17 | -10 | -0.92 | 11 | 1.9
44 | CCCOC(=O)NC(CC)COC(=O)Nc1cc(C)ccc1C (centres undefined) | 3 | 3 | -3 | -17 | 6 | -9 | 0.053 | 17 | -0.4
45 | Cc1cccc(NC(=O)c2sc(NC(=O)c3ccco3)c(C#N)c2C)c1C | -1 | -10 | 5 | -15 | 19 | 6 | nt | 2 | 1.0
46 | CCOc1ccc(N2C(=O)CC(Sc3ccccc3C(=O)O)C2=O)c([N+](=O)[O-])c1 (centres undefined) | -2 | -2 | -2 | -33 | -15 | 5 | 0.022 | 8 | 0.7
47 | COc1cc(C)ccc1Oc1nc(-c2ccccc2O)nc2ccccc12 | -5 | -4 | -2 | -14 | -17 | -10 | 0.15 | 0 | 0.9
48 | CN1CCN(C(=O)C2(NC(=O)NCc3ccccc3)CCCCC2)CC1 | 3 | 8 | -1 | -13[20 µM] | -8 | 4 | 1.8 | 14 | -0.1
49 | CCCc1nnc(NC(=O)CCC(=O)N2CCN(c3nc(C)cc(C)n3)CC2)s1 | -7 | -2 | -4 | -8 | -15 | 21 | 0.14 | 0 | -0.6
50 | CC1CN(C(=O)c2cccc(S(=O)(=O)Nc3cc(Cl)ccc3Cl)c2)CC(C)O1 (centres undefined) | -4 | -2 | -1 | -33 | -29 | -1 | 0.3 | 6 | -0.4
51 | CNc1cc(N2CCCC2)ccc1[N+](=O)[O-] | -6 | -2 | nt | -11 | 31 | nt | -0.22 | 7 | -0.1
52 | O=C(Cc1c[nH]c2ccccc12)NCc1ccco1 | 2 | 7 | 6 | -25 | -5 | 13 | 0.0058 | 7 | 0.8
53 | O=C(Nc1ccc(S(=O)(=O)C(F)F)cc1)c1cccc(S(=O)(=O)N2CCOCC2)c1 | 5 | 0 | -7 | -15[20 µM] | -36 | -16 | -0.56 | 15 | 0.7

Compound profiles, as listed above:
`CCCc1nnc(NC(=O)CCC(=O)N2CCN(c3nc(C)cc(C)n3)CC2)s1` is entered as thrombin 1536: -7; FXIa inh: -2; hK5 inh: -4; Furin inhibitor: -8; m-calpain inh: -15; Rad51 HR inh: 21; Cl transport mod: 0.14; FXIIa inh: 0; PERK inhibitor: -0.6
`CN(/N=C/c1ccncc1)C1=NS(=O)(=O)c2ccccc21` is entered as thrombin 1536: -1; FXIa inh: 1; hK5 inh: -3; Furin inhibitor: -9[20 µM]; m-calpain inh: -17; Rad51 HR inh: -10; Cl transport mod: -0.92; FXIIa inh: 11; PERK inhibitor: 1.9
